TRHR ag = activates the human TRH receptor; activation, % at 2 µM; TRHR cells, calcium flux fluo-8, FDSS agonist mode; hit rate 0.18% among 360,000; AID 493084; P34981; in the data active means activation above about 30%; further: 0% is about no effect
Target sequence (P34981 whole entry, looked up): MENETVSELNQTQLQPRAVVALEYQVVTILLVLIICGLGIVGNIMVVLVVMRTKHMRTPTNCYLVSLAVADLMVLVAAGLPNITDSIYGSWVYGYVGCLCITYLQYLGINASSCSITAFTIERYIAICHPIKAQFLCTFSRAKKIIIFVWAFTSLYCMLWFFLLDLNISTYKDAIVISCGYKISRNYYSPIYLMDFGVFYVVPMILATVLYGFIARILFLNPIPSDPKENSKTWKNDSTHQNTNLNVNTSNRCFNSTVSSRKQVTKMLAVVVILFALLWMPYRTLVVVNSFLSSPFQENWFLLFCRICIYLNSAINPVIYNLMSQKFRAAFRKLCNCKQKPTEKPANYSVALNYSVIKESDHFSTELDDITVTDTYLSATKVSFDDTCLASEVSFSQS
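TRHR-expressing cells, plated overnight in medium with 10% serum, were loaded with fluo-8 calcium dye at room temperature. After a 10 s baseline, library compound was pin-added and calcium release was recorded kinetically (ex 480/em 530) as agonist response.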
mIDH1 inhibitor = inhibitors of human mutant IDH1 R132H; O75874; Potency, µM (series often up to 76.6 µM), for the others: at the highest dose activity change, negative = inhibition, usual class: inhibitors; hit rate 0.093% among 390,000; IDH1-R132H enzyme, NADPH consumption, diaphorase/resazurin fluorescence; further: potency means the concentration at half of the fitted maximal effect; on the % scale 0 is the no-effect control and ±100 the full control effect; nearly all actives have a fitted effect of over 65% in size
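IDH1-R132H (0.5 ug/mL dispensed) in pH 7.5 Tris buffer was preincubated 30 min with compound, then given a substrate mix of 0.016 mM NADPH and 2 mM alpha-KG for 80 min at room temperature; remaining NADPH was read by diaphorase/resazurin fluorescence.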
PI4K2A block = PI4K2A (human) kinase inhibition; Q9BTU6; purified PI4K2A, ADP-Glo luminescence, 1 h; hits give low values; activity change, negative = inhibition, % at 76.9 µM; hit rate 0.13% among 420,000; in the data active means activity change below about -50%; inconclusive means mostly about -30% to -49%;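 further: -100% = wells without enzyme as full effect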
Target sequence (Q9BTU6 whole entry, looked up): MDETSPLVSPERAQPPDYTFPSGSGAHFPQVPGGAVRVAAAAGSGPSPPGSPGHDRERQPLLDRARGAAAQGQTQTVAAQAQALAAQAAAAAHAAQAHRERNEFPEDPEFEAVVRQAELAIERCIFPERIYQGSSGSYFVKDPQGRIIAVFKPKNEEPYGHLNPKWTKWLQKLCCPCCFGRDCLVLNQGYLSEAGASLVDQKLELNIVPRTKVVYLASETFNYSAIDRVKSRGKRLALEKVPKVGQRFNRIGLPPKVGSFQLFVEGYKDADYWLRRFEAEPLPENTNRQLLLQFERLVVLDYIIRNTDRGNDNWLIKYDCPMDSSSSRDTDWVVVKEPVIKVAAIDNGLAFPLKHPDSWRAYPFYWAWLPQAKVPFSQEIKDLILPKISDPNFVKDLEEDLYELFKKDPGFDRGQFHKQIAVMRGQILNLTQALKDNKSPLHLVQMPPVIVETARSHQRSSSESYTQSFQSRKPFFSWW
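ADP-Glo luminescence measured ADP generated by PI4K2A enzyme (4 ug/mL before mixing) with 1.2 mM PI substrate (pre-mix) and 300 microM ATP (pre-mix). Tris pH7.5 buffer with MgCl2, Triton X-100; 1 h reaction at ambient temperature.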
USP1-UAF1 inh = blocks the human USP1/UAF1 deubiquitinase complex. O94782. recombinant USP1/UAF1, Ub-Rhodamine cleavage fluorescence. Potency, µM (series often up to 57.1 µM), inactives show at the highest dose activity change, negative = inhibition, usual class: inhibitors. hit rate 0.23% among 390,000; further: potency means the concentration at half of the fitted maximal effect; on the % scale 0 is the no-effect control and ±100 the full control effect; nearly all actives have a fitted effect of over 60% in size; inactives centre near -12
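USP1/UAF1 complex at 1 nM was preincubated with compound for 15 min at room temperature, then Ub-Rho substrate (150nM final) was added. Fluorescence (480/540 nm) was read kinetically, 6 reads every 60 seconds.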
D2 agonist = activates the human D2 dopamine receptor | P14416 | HEK293 T-REx D2 cells, calcium flux agonist mode | activation, % at 2 µM | hit rate 0.53% among 340,000 | AID 485358;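 active means activation over 3 SD above normal in the single-dose calcium agonist read, cut at about 30% in these data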; further: 0% is about no effect
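Tetracycline-induced HEK293 T-REx cells with force-coupled D2 receptor, plated overnight at 30 C, loaded with no-wash calcium dye. After a 10 s baseline, compound was pin-added and calcium flux read kinetically for 180 s; calcium rises flagged agonists.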
TrxR1 substrate = substrates of rat thioredoxin reductase 1. AID 588456. hit rate 0.01% among 390,000. Potency, µM (titrated, usually from 114 µM), inactives show top-dose activity change, negative = substrate turnover. O89049. purified TrxR1 substrate turnover, NADPH consumption readout; further: potency means the concentration at half of the fitted maximal effect; on the % scale 0 is the no-effect control and ±100 the full control effect; nearly all actives have a fitted effect of over 50% in size
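Rat TrxR1, dispensed at 90 nM, was prereduced with 400 uM NADPH (final) for 5 min at ~22 deg C, then incubated with compound 15 min before 400 uM selenite. A first-read NADPH fluorescence drop versus no-compound background flagged substrates.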
D2 antagonist = antagonists of human D2 dopamine receptor. P14416. HEK293 TREx D2 cells, calcium flux, dopamine EC80. inhibition, % at 10 µM. hit rate 2% among 340,000. AID 485344; in the data active means inhibition above about 30%; further: 0% is about no effect
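HEK293 T-REx D2 cells, tet-induced, calcium dye no-wash. Cpd pintool add, 180 s kinetic, then EC80 DA, 180 s kinetic. Ca flux read.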
TRHR enhancer = allosterically enhances the human TRH receptor; P34981; enhancement, % at 2 µM; AID 493056; hit rate 0.66% among 360,000; TRHR cells, fluo-8 calcium fluorescence, EC20 TRH enhancement; in the data active means enhancement above about 30%; further: 0% is about no effect
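Enhancer read-out: after compound pinning and an initial kinetic agonist-mode read, an EC20 of TRH (10 nM final) was injected and fluo-8 calcium signal (Ex 480/Em 530) followed at 1 s/cycle for 100 cycles in TRHR-expressing cells.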
TrxR1 inh = inhibitors of rat thioredoxin reductase 1; Potency, µM (series often up to 114 µM), inactives show at the top dose activity change, negative = inhibition, hits mostly inhibitors; recombinant rTrxR1, NADPH fluorescence consumption, selenite substrate; hit rate 1% among 390,000; AID 588453; O89049; further: potency means the concentration at half of the fitted maximal effect; on the % scale 0 is the no-effect control and ±100 the full control effect; nearly all actives have a fitted effect of over 65% in size
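Rat TrxR1 (90 nM in the dispensed reagent) was pre-reduced with 400 uM NADPH for 5 min at room temperature, then incubated with compound for 15 min. After 400 uM selenite was added, NADPH fluorescence (Ex 340/Em 450 nm) was followed for 8 min.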
Starred values were filed as active, the others as inactive; u = inconclusive; x = no result given; & = joins results of further samples; [ ] = another dose, or the depositor's remark. Unless noted, the call rests on the fitted dose curve; in most records, active means well fitted inhibition curve with a large enough effect; inconclusive means small, poorly fitted or top-dose-only effect; inactive means no such curve, though single readings can be large or run the other way.

SMILES	TRHR ag	mIDH1 inhibitor	PI4K2A block	USP1-UAF1 inh	D2 agonist	TrxR1 substrate	D2 antagonist	TRHR enhancer	TrxR1 inh
O=c1c([N+](=O)[O-])c(N2CCCCC2)c2ccccc2n1-c1ccccc1	-0.5	5%	-15	-8%	x	8%	x	4	u
Cc1nnc(SCC(C)C)[nH]c1=O	-0.4	3%	1	-11%	-0.8	-5%	-2	6	-6%
CCOC(=O)C1Nc2ccc(Br)cc2C2C=CCC12 (configuration not stated)	-0.2	3%	6	u	0.0	-2%	3	0	32µM*
CCc1cccc(C)c1NC(=O)CSc1nnc(C)o1	-0.3	-7%	2	-18%	0.7	7%	0	8	24%
O=C(CSc1nnc(CNC(=O)c2ccccc2F)o1)NCc1ccco1	1.0	-8%	-3	-25%	1.0	1%	4	0	11%
CCOC(=O)c1sc2nc3c(SCCC#N)cc(C(=O)c4cc(F)ccc4O)cn3c(=O)c2c1C	0.3	4%	-6	2%	1.3	-11%	-8	-2	-17%
CCCn1nc2cc(C(=O)NC3CCCc4ccccc43)ccc2c1OCC (configuration not stated)	-1.6	-8%	0	11%	-0.3	48%[activator][57.1 µM]	11	4	19%[57.1 µM]
CC(C)NC(=O)C1CCN(C2CCN(Cc3nc4ccccc4s3)CC2)CC1	2.7	1%	9	-8%	0.2	10%[57.1 µM]	3	-1	19%
Cc1cccc(CNC(=O)c2ccc(Cn3c(SCc4ccccc4)nc4cccnc43)cc2)c1	1.4	9%	2	-3%	x	7%	x	5	20%
Cc1ccccc1NC1=NCC(c2ccc([N+](=O)[O-])cc2)S1 (configuration not stated)	0.1	-1%	-14	-19%	x	5%[57.1 µM]	x	17	12%[57.1 µM]
COc1ccc(C(=O)NC2CCCc3ccccc32)cc1OC1CCN(C(C)=O)CC1 (configuration not stated)	-0.8	5%	2	-16%	-0.4	-9%[57.1 µM]	4	-2	25%[57.1 µM]
COC(=O)CC1NCCNC1=O (configuration not stated)	0.1	-10%	0	-17%	0.2	3%	-2	7	4%
Cc1cc(N)c(C)c([N+](=O)[O-])c1C	0.1	13%	-2	-10%	-0.3	19%[57.1 µM]	0	-2	5%[57.1 µM]
Cc1cccnc1NC(=O)Nc1ccccc1	-0.1	-9%	-8	-9%	x	7%	x	0	24%
COc1ccc(N(C)C(=O)Cn2c(=O)oc3ccccc32)c(OC)c1	-0.5	-5%	-6	-14%	0.7	0%	-1	-6	7%
Cn1c(SCC(=O)N/N=C/c2ccc([N+](=O)[O-])s2)nnc1-c1ccccc1	0.7	5%	3	-2%	1.0	4%[57.1 µM]	-11	0	-64%
CCOc1ccccc1N1CCN(CC(=O)Nc2cc(C)on2)CC1	0.1	0%	6	-6%	0.0	7%[57.1 µM]	27	0	0%[57.1 µM]
COc1cc(/C=C/C(=O)c2ccc(NS(=O)(=O)c3ccc(C)cc3)cc2)ccc1OC(F)F	1.0	2%	3	-20%	4.5	-10%	7	17	14%[57.1 µM]
COc1ccc(CCNC(=O)CC2C(=O)NCCN2CC(C)(C)C)cc1 (configuration not stated)	0.6	-4%	-5	-26%	0.6	3%[57.1 µM]	12	-3	5%[57.1 µM]
N#C[C@@H]1N(Cc2ccccc2)C(=O)[C@H]2CC3C=CC21O3 (some centres not stated)	-0.2	8%	0	-23%	-0.5	4%	-2	-5	-3%
COc1ccc(N2CCN(C(=O)c3ccc4nc(N5CCC(C)CC5)sc4c3)CC2)cc1	0.6	0%	-1	-20%	-0.2	-1%	x	-2	14%
COCCNC(=O)COc1ncnc2ccc(Br)cc12	0.6	1%	0	-16%	1.3	-6%[57.1 µM]	-21	-3	4%[57.1 µM]
Cc1ccc(-c2nnc(/C=C/c3ccccc3)o2)cc1	1.7	2%	1	-24%	-0.8	10%	16	-6	12%
O=C1NC(=S)N/C1=C/c1cccc2ccccc12	-0.8	1%	-2	-25%	-0.8	7%	-2	-4	37%[activator]

One compound at a time (already shown). Order of screens: TRHR ag, mIDH1 inhibitor, PI4K2A block, USP1-UAF1 inh, D2 agonist, TrxR1 substrate, D2 antagonist, TRHR enhancer, TrxR1 inh
Entry for CCCn1nc2cc(C(=O)NC3CCCc4ccccc43)ccc2c1OCC (configuration not stated) : -1.6, -8%, 0, 11%, -0.3, 48%[activator][57.1 µM], 11, 4, 19%[57.1 µM]
Entry for COc1ccc(CCNC(=O)CC2C(=O)NCCN2CC(C)(C)C)cc1 (configuration not stated) : 0.6, -4%, -5, -26%, 0.6, 3%[57.1 µM], 12, -3, 5%[57.1 µM]
Entry for Cc1cccc(CNC(=O)c2ccc(Cn3c(SCc4ccccc4)nc4cccnc43)cc2)c1 : 1.4, 9%, 2, -3%, x, 7%, x, 5, 20%
Entry for Cn1c(SCC(=O)N/N=C/c2ccc([N+](=O)[O-])s2)nnc1-c1ccccc1 : 0.7, 5%, 3, -2%, 1.0, 4%[57.1 µM], -11, 0, -64%

Remaining list, next part
SMILES	TRHR ag	mIDH1 inhibitor	PI4K2A block	USP1-UAF1 inh	D2 agonist	TrxR1 substrate	D2 antagonist	TRHR enhancer	TrxR1 inh
COc1ccc(CCNc2nc(-c3ccc(O)cc3)cs2)cc1OC	-3.3	8%	-1	-25%	-1.7	-10%	12	-6	-26%
O=C(Nc1cc(S(=O)(=O)N2CCOCC2)ccc1N1CCCC1)c1ccc2c(c1)S(=O)(=O)c1ccccc1C2=O	-0.6	-10%	2	u	x	6%[57.1 µM]	x	-6	14%[57.1 µM]
Cc1ccc(CNC(=O)CSCc2ccccc2C)cc1	0.6	45%[activator]	0	-29%	0.3	-7%[57.1 µM]	x	-2	0%[57.1 µM]
N=c1ccn(CC(=O)c2ccc(-c3ccccc3)cc2)cc1	3.8	1%	-1	-3%	-0.6	-1%[57.1 µM]	10	-3	17%[57.1 µM]
O=C(Nc1ccc(-c2noc(-c3ccccc3F)n2)cc1)c1cccs1	1.7	-3%	-9	-8%	2.6	69%	9	2	45%
CCN(C(=O)CSc1nc2scc(-c3ccccc3)c2c(=O)n1C)C1CCS(=O)(=O)C1 (configuration not stated)	x	-9%	1	-27%	x	3%	x	x	25%
CCOC(=O)c1ccc(Nc2c(-c3ccc(OC)cc3)nc3nc[nH]n23)cc1	0.4	-12%	-2	-32%	0.5	-9%[57.1 µM]	x	5	-4%[57.1 µM]
Cc1nc(NS(=O)(=O)c2ccccc2)sc1C(=O)NNS(=O)(=O)c1ccccc1	0.6	-1%	3	-29%	1.3	0%	-9	-4	13%
COc1ccc(CCC(=O)NCc2ccc3c(c2)CCN3C(=O)c2ccccc2)cc1	-0.8	0%	-2	-11%	0.9	-3%[57.1 µM]	x	2	3%[57.1 µM]
CCCCNC(=O)CSc1nc2cc3c(cc2c(=O)n1CCCC(=O)NCCc1ccc(OC)c(OC)c1)OCO3	-0.4&-0.8	8%&-19%	2&9	-10%&-24%	-0.3&-0.3	-1%&-6%[57.1 µM]	4	15&0	29%&0%[57.1 µM]
COc1ccc(OC)c(NC(=O)C23CCC(C)(C(=O)O2)C3(C)C)c1 (configuration not stated)	-1.3	7%	-3	-16%	0.1	-12%[57.1 µM]	7	5	u
CC(=O)Nc1ccc(C(=O)N/N=C/c2ccccc2OCc2ccccc2)cc1	0.7	4%	-1	-26%	1.9	-7%[57.1 µM]	-2	14	17%[57.1 µM]
NC(=O)CC(NC(=O)c1ccccc1)c1ccc(NCc2ccccc2)c([N+](=O)[O-])c1 (configuration not stated)	-1.9	-11%	-9	-27%	-2.0	-5%	-11	-12	5%
CCc1nn2c(=O)cc(COC(=O)c3ccc(NC(=O)COc4ccccc4C)cc3)nc2s1	0.2	2%	-5	-22%	13	-5%[57.1 µM]	x	5	5%[57.1 µM]
CCOC(=O)Cn1c(-c2ccccn2)nc2ccccc21	-0.1	3%	-1	3%	0.0	75%[activator]	-13	-3	8%
CC(C)CC(=O)NC(=S)Nc1ccccc1C(F)(F)F	0.6	-6%	2	-12%	-0.4	-12%	-14	3	u
O=C(Cc1ccccc1)N1O[C@H]2C=C[C@@H]1CC2	x	27%	-3	-19%	x	7%	x	x	14%
COc1cc(/C=C/C(=O)OCC(=O)N2CCCC2)cc(OC)c1OC	-0.1	3%	-2	-22%	0.7	13%	-8	-4	5%
CCOC(=O)c1sc(NC(=S)NC(=O)c2cccc(Cl)c2)c(C(=O)OCC)c1C	1.3	-2%	4	10%	1.0	-2%[57.1 µM]	-7	29	10%
CCOC(=O)C1Nc2ccc(C(F)(F)F)cc2C2C=CCC12 (configuration not stated)	x	u	-7	u	x	2%[57.1 µM]	x	x	u
COC(=O)C1C2C=CC3(CN(CC4CCCO4)C(=O)C13)O2 (configuration not stated)	-0.3	7%	-5	-13%	1.1	2%	-19	0	-11%
Cc1cc(NC(=O)CSc2nc(N)c(NC(=O)c3ccco3)c(=O)[nH]2)no1	-0.2	-7%	1	-27%	-0.6	6%[57.1 µM]	-4	9	19%[57.1 µM]
COc1cc(CCC(=O)Nc2cnc3ccccc3c2)cc(OC)c1OC	0.9	2%	-2	-21%	0.5	0%	1	4	12%
CC(=O)N1CCc2cc(S(=O)(=O)NCCC(=O)N3CCc4ccccc4C3)ccc21	-0.1	-4%	-7	-4%	-0.5	0%[57.1 µM]	2	-4	-26%[57.1 µM]
O=C(CSc1cccc2cccnc12)N/N=C/c1cccnc1	-0.3	8%	-9	-22%	0.5	8%[57.1 µM]	-8	2	-19%[57.1 µM]
NC(=O)C1(N2CCCCC2)CCN(C(=S)Nc2ccccc2)CC1	0.5	1%	1	-20%	0.8	-7%	19	2	-21%
COc1ccc(Nc2nc(N)c([N+](=O)[O-])c(NC3CCCCC3)n2)cc1	-0.6	-4%	-3	-23%	-0.8	-7%	2	9	1%
CC(=O)N1C(C)c2ccccc2C(C)(C)CC12CCCCC2 (configuration not stated)	-0.1	0%	-6	-23%	x	-11%	x	-6	-5%
CCCC(CCC)=NNC(=O)c1ccccc1F	0.7	6%	-5	-12%	-0.9	-13%[57.1 µM]	10	-5	25%[57.1 µM]
COc1ccc(S(=O)(=O)N(C)C)cc1NC(=O)Cc1cccs1	0.0	0%	-1	-26%	-1.7	-5%	34*	-3	-9%

Screens deposited in PubChem by National Center for Advancing Translational Sciences (NCATS).
